Bioassay records as filed in PubChem BioAssay.
BLM inh: qHTS Assay for Inhibitors of Bloom's syndrome helicase (BLM). RecQ-like DNA helicase BLM (Homo sapiens), P54132. recombinant BLM DNA unwinding, fluorescence dequenching. Potency, µM (titrated, usually from 56.1 µM), inactives show at the top dose activity change, negative = inhibition, actives largely listed as inhibitors. actives 0.2% (n = 350,000). AID 2528, 2010;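 further: potency means the concentration at half of the fitted maximal effect; plate controls were vehicle for no effect and no enzyme for full effect; nearly all actives have a fitted effect of over 35% in size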
Target sequence (P54132 whole entry, looked up): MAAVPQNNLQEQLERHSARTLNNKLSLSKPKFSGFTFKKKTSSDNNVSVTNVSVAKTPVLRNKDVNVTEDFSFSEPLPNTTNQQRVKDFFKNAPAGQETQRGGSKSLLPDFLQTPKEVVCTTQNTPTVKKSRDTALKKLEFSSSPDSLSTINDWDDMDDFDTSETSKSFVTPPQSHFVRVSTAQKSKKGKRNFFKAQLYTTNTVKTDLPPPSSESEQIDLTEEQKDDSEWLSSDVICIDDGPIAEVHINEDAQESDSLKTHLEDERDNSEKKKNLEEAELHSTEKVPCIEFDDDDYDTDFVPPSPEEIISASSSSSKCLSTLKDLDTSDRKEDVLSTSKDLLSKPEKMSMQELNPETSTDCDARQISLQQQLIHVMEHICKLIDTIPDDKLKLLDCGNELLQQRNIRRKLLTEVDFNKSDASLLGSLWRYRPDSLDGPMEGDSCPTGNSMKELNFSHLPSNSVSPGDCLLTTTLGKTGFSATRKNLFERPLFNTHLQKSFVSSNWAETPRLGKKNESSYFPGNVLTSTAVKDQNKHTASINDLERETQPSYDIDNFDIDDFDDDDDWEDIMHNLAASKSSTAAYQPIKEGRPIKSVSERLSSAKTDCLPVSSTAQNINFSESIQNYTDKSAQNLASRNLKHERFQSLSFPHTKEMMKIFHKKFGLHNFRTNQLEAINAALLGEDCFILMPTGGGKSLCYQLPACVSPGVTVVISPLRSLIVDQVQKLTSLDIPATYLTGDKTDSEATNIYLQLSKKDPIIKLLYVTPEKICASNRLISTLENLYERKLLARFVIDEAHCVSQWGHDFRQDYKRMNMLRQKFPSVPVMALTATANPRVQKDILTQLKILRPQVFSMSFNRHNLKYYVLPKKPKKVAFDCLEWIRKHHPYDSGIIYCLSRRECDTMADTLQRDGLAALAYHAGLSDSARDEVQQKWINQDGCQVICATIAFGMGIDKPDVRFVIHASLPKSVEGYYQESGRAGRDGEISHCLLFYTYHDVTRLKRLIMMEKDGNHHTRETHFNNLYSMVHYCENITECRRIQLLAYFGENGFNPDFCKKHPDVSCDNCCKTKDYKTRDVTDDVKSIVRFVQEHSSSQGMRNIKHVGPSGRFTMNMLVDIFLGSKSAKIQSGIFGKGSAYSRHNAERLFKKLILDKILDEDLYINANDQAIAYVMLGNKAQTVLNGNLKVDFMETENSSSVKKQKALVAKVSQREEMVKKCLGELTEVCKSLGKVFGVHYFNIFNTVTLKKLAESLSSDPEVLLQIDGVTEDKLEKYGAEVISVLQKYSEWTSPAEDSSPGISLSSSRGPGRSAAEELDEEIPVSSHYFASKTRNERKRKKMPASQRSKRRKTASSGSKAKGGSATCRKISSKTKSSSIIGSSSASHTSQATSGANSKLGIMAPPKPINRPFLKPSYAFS
Pol iota inh: qHTS for Inhibitors of Polymerase Iota | DNA polymerase iota (Homo sapiens), Q9UNA4 | Pol iota fluorescent replication assay, 10 min | Potency, µM (top dose mostly 115 µM), for inactives: at the top dose activity, negative = inhibition, usual class: inhibitors | actives 1% (n = 390,000) | AID 588590, 2011; further: potency means the concentration at half of the fitted maximal effect
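Pol iota at 10 nM preincubated 15 min with compounds at room temperature; reaction started with fluorescent substrate, 50 nM final. Fluorescence read kinetically at 0 and 10 min; buffer-only wells as negative control.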
POLK inh: qHTS for Inhibitors of Polymerase Kappa | Potency, µM (top dose mostly 107 µM), inactives show top-dose activity, negative = inhibition, hits mostly inhibitors | DNA polymerase kappa (Homo sapiens), Q9UBT6 | actives 0.53% (n = 400,000) | purified Pol kappa, fluorescent DNA synthesis assay, 10 min; further: potency means the concentration at half of the fitted maximal effect; on the % scale 0 is the no-effect control and ±100 the full control effect
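Activity was followed as the change in fluorescence between reads at 0 and 10 min after starting the reaction with 50 nM substrate. Beforehand, 10 nM polymerase had been preincubated with compound for 15 min at room temperature.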
Pol eta inh: qHTS for Inhibitors of Polymerase Eta; DNA polymerase eta (Homo sapiens), Q9Y253; recombinant Pol eta, fluorescent DNA replication assay; Potency, µM (doses to about 114 µM), without a hit: at the highest dose activity change, negative = inhibition, actives largely listed as inhibitors; actives 1.2% (n = 390,000); further: potency means the concentration at half of the fitted maximal effect; on the % scale 0 is the no-effect control and ±100 the full control effect
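Pol eta (10 nM) was preincubated with compounds for 15 min at room temperature, after which fluorescent replication substrate (50 nM final) was added to start the reaction. Fluorescence was read kinetically at 0 and 10 min.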
Tb PGK inh: qHTS Assay to Find Inhibitors of Phosphoglycerate Kinase | AID 602233, 2012 | actives 0.043% (n = 380,000) | PGK/GAPDH coupled, Kinase-Glo luminescence, 60 min | Phosphoglycerate kinase, glycosomal (Trypanosoma brucei brucei), P07378 | Potency, µM (highest dose often 57.5 µM), without a hit: top-dose activity change, negative = inhibition, most hits filed as inhibitors; further: potency means the concentration at half of the fitted maximal effect; on the % scale 0 is the no-effect control and ±100 the full control effect; nearly all actives have a fitted effect of over 60% in size
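Luminescent ATP detection (Kinase-Glo Plus) follows a 60-minute room-temperature incubation, with wells lacking PGK as controls. Buffer: 100 mM TEA (pH 7.6), 5 mM MgCl2, 0.01% Tween-20. Coupling enzyme GAPDH (100 nM final) supplies unstable 1,3-BPG in-well.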
Anesthetic bind: qHTS Assay for Identification of Novel General Anesthetics | actives 0.074% (n = 350,000) | apoferritin/1-aminoanthracene competitive binding, fluorescence | Ferritin light chain (Equus caballus), P02791 | Potency, µM (doses to about 77.5 µM), for inactives: at the top dose activity change, negative = displacement, usual class: inhibitors; further: potency means the concentration at half of the fitted maximal effect; on the % scale 0 is the no-effect control and ±100 the full control effect; nearly all actives have a fitted effect of over 20% in size
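10 uM apoferritin + 50% sat. 1-AMA, PBS; cpd 10 min RT; Ex380/Em535 endpoint; normalized to free probe vs complex; 4-param Hill fit; propofol titration as pos. ctrl.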
RXFP1 antag: qHTS Assay for Antagonists of the Relaxin Receptor RXFP1; Relaxin receptor 1 (Homo sapiens), Q9HBX9; HEK293-RXFP1, relaxin-stimulated cAMP HTRF, 30 min; active compounds read low; activity change, negative = inhibition, % at 57.5 µM; actives 0.59% (n = 350,000); AID 1259400, 2018;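 active means activity change of -60% or lower, but not beyond a set lower limit; inconclusive means change between -60% and -40%, or beyond the set limit; inactive means change above -40%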; further: on the % scale 0 is the no-effect control and ±100 the full control effect
APE1 inh: qHTS Assay for Inhibitors of the Human Apurinic/apyrimidinic Endonuclease 1 (APE1); Potency, µM (doses to about 65.8 µM), without a hit: at the highest dose activity change, negative = inhibition, actives largely listed as inhibitors; recombinant APE1, TAMRA/BHQ-2 abasic DNA cleavage fluorescence; DNA repair nuclease/redox regulator APEX1 (Homo sapiens), P27695; actives 0.35% (n = 350,000);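 further: potency means the concentration at half of the fitted maximal effect; plate controls were vehicle for no effect and reference inhibitor for full effect; nearly all actives have a fitted effect of over 55% in size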
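APE1 at 0.75 nM final was preincubated with compound 15 min at room temperature, then 50 nM double-stranded THF abasic-site substrate (5'-TAMRA/3'-BHQ-2) was added. Fluorescence (ex 525/em 598 nm) was read kinetically; third-minus-first read gave activity.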
POLB inh: qHTS Assay for Inhibitors of DNA Polymerase Beta | Pol beta primer extension/strand displacement, fluorescence kinetic | AID 485314, 2010 | actives 1.3% (n = 340,000) | Potency, µM (top dose mostly 114 µM), for the others: at the highest dose activity change, negative = inhibition, hits mostly inhibitors | P06746; further: potency means the concentration at half of the fitted maximal effect; on the % scale 0 is the no-effect control and ±100 the full control effect
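Homogeneous kinetic assay of primer extension and strand displacement by 10 nM Pol beta, preincubated 15 min at room temperature with compound before 50 nM substrate (final) was added. Read at 0 and 10 min; four-parameter Hill fit.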
Numbers without * were called inactive; i = inactive; ? = inconclusive; nt = no result given; & = joins results of further samples; [ ] = another dose, or the depositor's remark. Unless noted, the call rests on the fitted dose curve; in most records, active means well fitted curve in the direction sought with a large enough effect; inconclusive means small, poorly fitted or top-dose-only effect, or another doubt; inactive means no such curve, though single readings can be large; an effect the other way counts as inactive or inconclusive.

SMILES	BLM inh	Pol iota inh	POLK inh	Pol eta inh	Tb PGK inh	Anesthetic bind	RXFP1 antag	APE1 inh	POLB inh
O=C(NCCc1ccccc1)C1CCC(CNS(=O)(=O)c2ccccc2)CC1 (stereo not given)	-2%&-2%	12%&-9%	-15%	2%&-4%	5%&-3%	4%&-1%	12&-13	-14%	?
O=C1CN(c2ccccc2)C(=S)N1c1ccccc1	-3%	115%[activator]	-9%	0%	1%	-6%	1	15%	?
COc1ccc(N(CC(=O)N2CCCCC2)S(=O)(=O)c2ccc(OC)c(OC)c2)cc1	0%	-3%	-18%	-1%	-9%	-2%	-1	nt	-1%
COc1ccc(Nc2sc(C(=O)c3ccccc3)c(N)c2C(=O)Nc2cc(C)ccc2C)c(OC)c1	-12%	8%	1%[60.1 µM]	-18%	-5%	-2%	-21	nt	33%
NS(=O)(=O)c1ccc(NC(=O)COC(=O)CSCc2ccc(F)cc2)cc1	nt	0%	-1%	-15%	-5%	nt	-9	23%	nt
CCOC(=O)C(Cc1ccccc1)C(=O)Nc1ccc(N(CC)CC)cc1 (stereo not given)	0%	30%[activator]	-7%	-16%	i	-8%	-13	6%	19%
CCN(CCCCO)c1nc(C)nc2c1c(C)c(C)n2-c1c(C)cc(C)cc1C	-13%	nt	-7%[60.1 µM]	nt	nt	-4%	nt	-2%	nt
CC1CCc2nc(N)c(C#N)c(-c3cccn3C)c2C1 (stereo not given)	1%	2%	-5%	-11%	5%	-10%	9	-6%	0%
FC(F)(F)c1nnc2ccc(Sc3ccccn3)nn12	0%	-19%	9%	-2%	-5%	-2%	-2	0%	-8%
Fc1ccc(-n2cc(-c3ccccc3)c3c(NC4CCCCC4)ncnc32)cc1	-4%	-15%	-15%[60.1 µM]	-15%	7%	-10%	16	nt	21%
CCOc1ccc(-c2csc(/C(C#N)=C\c3ccc(O)c([N+](=O)[O-])c3)n2)cc1	?	?	3%	22µM*	?	-5%	nt	3%	28µM*
COc1ccc(N2CCN(C(=O)c3cc(=O)c4cc(C)c(C)cc4o3)CC2)cc1	-3%	12%	-4%	-7%	-7%	-7%	-14	-6%	11%
COc1ccc(/C=N\NC(=O)c2sc(N)nc2C)cc1OC	-2%	?	?	?	i	-16%	5	-6%	18µM*
CCn1cc(/C=C(\NC(=O)c2ccccc2Cl)C(=O)NCCCn2ccnc2)c2ccccc21	-1%	?	-14%	0%	3%	-2%	nt	nt	3%
COc1cccc(Cn2c(Oc3cc(C)cc(C)c3)nc3c2c(=O)n(C)c(=O)n3C)c1	-12%	5%	-1%	-17%	8%	-12%	nt	nt	0%
NNC(=O)c1ccc(CSc2cccc3cccnc23)cc1	-3%	20%	-11%	7%	-6%	-16%	-6	?	11%
COc1ccc(CC(=O)Nc2cccc(S(=O)(=O)N3CCCC3)c2)cc1OC	nt	26%	5%	-16%	1%	nt	-7	55%[activator]	nt
CCn1cc(C(=O)N2CCN(c3cccc(Cl)c3)CC2)c(=O)c2cc(S(=O)(=O)N3CCC(C)CC3)ccc21	-14%	0%	-3%	-22%	i	?	nt	nt	7%
CC1=CC(c2ccc(Cl)cc2)n2nc(NS(=O)(=O)c3ccc(C)cc3)nc2N1 (stereo not given)	2%	?	0%	6%	i	194%[activator]	6	11%	0%
COc1ccc(S(=O)(=O)N(CC(=O)Nc2ccc(OC)cc2OC)c2ccc(Cl)cc2)cc1	-8%	32%[activator]	5%	-21%	i	46%[activator]	nt	nt	3%
COc1cccc2cc(C(=O)NCc3ccc(C)cc3)c(=O)oc12	-1%	10%	8%	-8%	-5%	2%	21	40%	11%
O=C1C2ON(c3ccccc3)C(c3cccnc3)C2C(=O)N1c1ccccc1 (stereo not given)	0%	8%	-5%	3%	1%	-10%	-7	1%	-8%
CCN(CCCNC(=O)CSc1cc(=O)n(CC)c2ccccc12)c1ccccc1	-1%	5%	-10%	-18%	8%	-16%	nt	nt	20%
COc1ccccc1C(=O)COC(=O)c1ccc(-n2cnnn2)cc1	nt	52%[activator]	-2%	-6%	i	nt	-4	0%	nt
COc1ccc(C(=O)OCC(=O)NCC2CCCCC2)c(OC)c1	nt	19%	-4%	-2%	i	nt	5	10%	nt
CCCOC(=O)Nc1sc2c(c1C(=O)OCC)CCC2	-3%	-2%	-12%	-8%	2%[11.5 µM]	-10%	-10	10%	31%
CC(OC(=O)CCc1nc(=O)c2ccccc2n1C)C(=O)NCc1ccc2c(c1)OCO2 (stereo not given)	-9%	-1%	-11%	-2%	3%	-1%	12	1%	10%
CCOC(=O)c1cc(C)n(CC2CCC(C(=O)Nc3ccc(C)c(F)c3)CC2)c1C (stereo not given)	-9%	-14%	-19%	-10%	i	-20%	7	nt	-4%
CCOC(=O)C1=C(C)NC(=S)NC1c1ccsc1 (stereo not given)	-3%	-1%	-19%[60.1 µM]	-12%	-4%	-5%	-8	8%	32%[activator]
CCC1CCCCN1C(=O)COC(=O)c1ccc(Br)o1 (stereo not given)	nt	-2%	-13%	5%	-3%	nt	2	-2%	nt
CC(C)(C)c1cc(C(c2cccnc2)N2CCN(CCO)CC2)cc(C(C)(C)C)c1O (stereo not given)	-9%	?	-17%	-21%	5%[11.5 µM]	?	-18	-12%	-14%
COc1cccc(/C=C/C(=O)OCC(=O)N(C)CC(=O)Nc2ccccc2Cl)c1OC	nt	-5%	7%	-18%	-1%	nt	-2	-4%	nt
CCOC(=O)c1cnc(-n2cc(C)cn2)nc1Nc1ccccc1OCC	-4%	-13%	2%	-8%	1%	-14%	-1	-1%	22%
COc1cc(C(=O)N2CCN(S(=O)(=O)c3cccs3)CC2)cc(OC)c1C	-14%	?	-9%	-8%	i	-10%	-3	-11%	-10%
O=C1c2ccccc2C(=O)N1OCCOCCOCCON1C(=O)c2ccccc2C1=O	-3%	7%	-7%	10%	i	-9%	-4	-1%	13%
CN(C)CCCOc1ccc(C(C)(C)c2ccccc2)cc1	1%	37%[activator]	-9%	-8%	-8%	16µM*	-17	-6%	2%
CCOC(=O)N1[C@@H]2C=C(C)[C@@H]2[C@@H]2[C@@H](C)C(=O)N21	3%	9%	0%	-12%	6%	-12%	-2	-2%	15%
Cc1ccc(C(=O)N/C(=C\c2ccc(F)cc2)C(=O)NCCCn2ccnc2)cc1	-3%	20%	-19%	5%	4%	-6%	-1	-7%	26%
CN1C(=O)/C(=C/c2cn(CC(=O)N3CCCCC3)c3ccccc23)c2ccccc21	-1%	nt	nt	nt	nt	?	nt	-7%	-23%
Cc1occc1C(=O)Nc1nnc(-c2cccs2)s1	3%	35%[activator]	-5%	-16%	0%	-16%	-8	-1%	?
O=C(O)c1cc([N+](=O)[O-])ccc1Oc1ccccc1	nt	6%	-16%	-18%	14%	nt	-3	nt	nt
CCCCCCN1C=CC=C/C1=C/C=C(C#N)C#N	61%[activator]	12%	1%	-13%	4%	107%[activator]	3	24%	-4%
COc1ccc(NC(=O)NCCc2cccc(Cl)c2)cc1OC	-1%	17%	-3%[60.1 µM]	-6%	-1%	-11%	-10	-9%	?
Cc1cccc(NC(=O)CSc2c3c(nc4ccccc24)CCC3)n1	-1%	-30%	5%	-13%	-5%	-1%	-2	-1%	0%
CCOC(=O)c1ccc(S(=O)(=O)N2CCNCC2)cc1	-3%	5%	-17%	-2%	2%	-5%	-2	-2%	-4%
Cc1cc(NS(=O)(=O)c2ccc(NC(=O)C(C)Oc3cccc(C)c3C)cc2)nc(C)n1 (stereo not given)	-1%	14%	-1%	-15%	-10%	-14%	3	3%	2%
CCN1CCN(c2cc(C)c3cc(NC(=S)NCCCN4CCc5ccccc5C4)ccc3n2)CC1	51%[activator]	82%[activator]	-8%	-26%	2%	-4%	-22	-5%	-12%
O=C(CSCc1ccc(F)cc1)NCc1ccc2c(c1)OCO2	-2%	-3%	-7%	-16%	i	-22%	-6	-3%	0%
CCc1ccccc1NC(=O)c1cc2sccc2n1C	-7%	-32%	-3%	-3%	-5%	?	nt	?	18%
CCN(CC)S(=O)(=O)c1ccc2c(c1)N(CC(=O)Nc1c(C)cc(C)cc1C)C(=O)C1CCCN21 (stereo not given)	-2%	14%	-18%	-11%	-2%	5%	-11	nt	7%
CCc1cc(C(=O)NNC(=S)NCC2CCCO2)cs1 (stereo not given)	5%	-30%	-3%	-10%	-4%	-8%	13	1%	14%
COc1cc2c(cc1OC)C(COc1ccccc1OC)N(C(=O)c1ccc(S(=O)(=O)N(C)C)cc1)CC2 (stereo not given)	-5%	9%	-15%[60.1 µM]	-16%	1%	63%[activator]	-18	nt	0%
C=C[C@@H](C)N(Cc1ccc(OC)cc1)S(=O)(=O)N(Cc1ccccc1)[C@H](C=C)C(C)C	nt	3%&0%	-2%&3%	-27%	-1%	nt	nt	5%	nt
O=C(CSc1nc2c([nH]c3ccccc32)c(=O)n1-c1ccccc1)N1CCCCCC1	-16%	0%	-3%[60.1 µM]	?	-9%	5%	-11	nt	?

A portion of the library (hit frequency here may not be typical).
